Compound activity from PubChem.
T cruzi growth – T. cruzi proliferation inhibition; AID 624255; inhibition, % at 8.34 µM; T. cruzi beta-gal in NIH3T3, GalScreen luminescence, 90 h; actives 5.9% (n = 77,000);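 active = mean inhibition above about 93%, with at least 55% of replicates each passing it, limit read from the data, passing the limit was not always enough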
Pf Dd2 growth – blocks growth of Plasmodium falciparum Dd2 parasites; P. falciparum Dd2 growth, SYBR Green, 72 h; active compounds read low; activity change, % at 10 µM; actives 2.3% (n = 94,000); in the data active = activity change below about -80%
C diff HTS – blocks growth of Clostridium difficile; growth activity, negative = inhibition, % at 16 µg/mL (by protocol); Clostridium difficile clinical isolate growth, OD600, 24 h; active compounds read low; actives 0.25% (n = 86,000);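 active = mean growth activity at or below -80% and every replicate also at or below -80%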;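 note: 0% = DMSO wells and -100% = levofloxacin 16 µg/mL wells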
GASC1 inh – blocks human GASC-1 (KDM4C) demethylase activity; Q9H3R0; GST-KDM4C 2-372, H3K9me3 peptide, LANCE TR-FRET; inhibition, % at 12.5 µM; actives 0.15% (n = 96,000); AID 720574;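 active = mean replicate inhibition above about 25%, with at least 55% of replicates also reaching it, limit read from the data, passing the limit was not always enough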
Target sequence (Q9H3R0 2-372 limits assumed): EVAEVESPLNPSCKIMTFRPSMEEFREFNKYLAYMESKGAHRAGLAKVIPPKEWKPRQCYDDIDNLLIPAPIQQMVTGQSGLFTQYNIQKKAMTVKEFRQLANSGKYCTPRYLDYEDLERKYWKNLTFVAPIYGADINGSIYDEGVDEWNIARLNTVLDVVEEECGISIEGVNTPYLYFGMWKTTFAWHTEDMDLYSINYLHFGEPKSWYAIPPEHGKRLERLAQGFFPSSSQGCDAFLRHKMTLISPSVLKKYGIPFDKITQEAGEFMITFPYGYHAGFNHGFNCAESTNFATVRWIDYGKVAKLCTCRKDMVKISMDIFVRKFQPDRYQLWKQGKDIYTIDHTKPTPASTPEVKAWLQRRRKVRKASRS
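Test system: N-terminal GST-fused human GASC-1 (KDM4C) fragment, residues 2-372; quantity: GASC-1 enzyme at 10 nM final in reaction; dosing: single dose; schedule: 30 min demethylation and 1 h detection at room temperature; signal: LANCE TR-FRET, excitation 340 nm, emissions 618 and 671 nm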
An asterisk follows results filed as active; nt = not tested or not shown.

SMILES | T cruzi growth | Pf Dd2 growth | C diff HTS | GASC1 inh
COc1ccccc1C#Cc1cnc2c(c1)C(=O)N([C@@H](C)CO)C[C@@H](C)[C@H](CN(C)C(=O)CN(C)C)O2 | 36.2 | -62.8 | 4.5 | 0.8
C[C@@H]1CN([C@@H](C)CO)C(=O)Cc2cc(NC(=O)c3ccncc3)ccc2O[C@H]1CN(C)S(=O)(=O)c1cccs1 | -3.1 | 0.5 | -4.5 | -5.4
CCCNC(=O)[C@@H]1[C@@H](CO)[C@@H]2Cn3c(ccc(-c4ccccc4)c3=O)[C@@H]2N1C(=O)C1CC1 | nt | 52.3 | 3.3 | 0.8
COc1ccc(CN(C)C[C@@H]2OCCCC[C@@H](C)Oc3ccc(NC(=O)c4ccccc4)cc3C(=O)N([C@@H](C)CO)C[C@H]2C)cc1 | 52.2 | -52.2 | -6.2 | 1.1
COc1ccccc1-c1ccc2c(c1)O[C@@H](CN(C)S(=O)(=O)c1ccccc1)[C@@H](C)CN([C@@H](C)CO)S2(=O)=O | 80.2* | -76.3 | 2.0 | nt
C[C@@H]1CN([C@H](C)CO)C(=O)c2cccc(NC(=O)Nc3ccc(F)cc3)c2O[C@@H]1CN(C)Cc1ccccc1 | -12.5 | -25.3 | 4.5 | 2.2
CO[C@@H]1CN(C)C(=O)c2ccc(NC(=O)Cc3ccccc3)cc2OC[C@@H](C)N(C)C[C@@H]1C | -2.2 | 14.9 | 2.1 | -0.6
COCC#Cc1cnc2c(c1)C(=O)N([C@@H](C)CO)C[C@H](C)[C@H](CN(C)S(=O)(=O)c1cccc(OC)c1)O2 | 18.3 | -4.0 | -1.1 | 1.2
COc1cccc(S(=O)(=O)N2C[C@@H](O)COC[C@@H]3O[C@H](CC(=O)N4CCOCC4)CC[C@H]32)c1 | -6.3 | -15.5 | nt | 0.6
O=C(C[C@@H]1C[C@H]2c3cc(NC(=O)C4CCOCC4)ccc3O[C@H]2[C@H](CO)O1)NCc1ccc2c(c1)OCO2 | 40.2 | -4.0 | nt | 13.9

Gathered by group: the entries above containing sulfur (four)
SMILES | T cruzi growth | Pf Dd2 growth | C diff HTS | GASC1 inh
C[C@@H]1CN([C@@H](C)CO)C(=O)Cc2cc(NC(=O)c3ccncc3)ccc2O[C@H]1CN(C)S(=O)(=O)c1cccs1 | -3.1 | 0.5 | -4.5 | -5.4
COc1ccccc1-c1ccc2c(c1)O[C@@H](CN(C)S(=O)(=O)c1ccccc1)[C@@H](C)CN([C@@H](C)CO)S2(=O)=O | 80.2* | -76.3 | 2.0 | nt
COCC#Cc1cnc2c(c1)C(=O)N([C@@H](C)CO)C[C@H](C)[C@H](CN(C)S(=O)(=O)c1cccc(OC)c1)O2 | 18.3 | -4.0 | -1.1 | 1.2
COc1cccc(S(=O)(=O)N2C[C@@H](O)COC[C@@H]3O[C@H](CC(=O)N4CCOCC4)CC[C@H]32)c1 | -6.3 | -15.5 | nt | 0.6

Continuation.
SMILES | T cruzi growth | Pf Dd2 growth | C diff HTS | GASC1 inh
Cc1noc(C)c1NC(=O)N(C)C[C@H]1Oc2ccc(NC(=O)CCC(F)(F)F)cc2C(=O)N([C@@H](C)CO)C[C@H]1C | -1.4 | -2.5 | -2.7 | -0.5
O=C(CC(F)(F)F)N1C[C@@H]2[C@H](c3ccccc31)[C@H](CO)N2C(=O)c1ccncc1 | -16.3 | 2.1 | -6.4 | 3.3
C[C@@H]1CCCCO[C@@H](CN(C)Cc2ccc(C(=O)O)cc2)[C@H](C)CN([C@H](C)CO)C(=O)c2cc(NC(=O)Nc3ccccc3)ccc2O1 | -16.2 | 25.5 | -2.3 | 0.3
C[C@@H]1CN([C@H](C)CO)C(=O)c2cccc(NC(=O)Nc3ccc(F)cc3)c2O[C@@H]1CN(C)S(=O)(=O)c1cccs1 | 17.7 | -11.3 | -8.7 | -0.6
COC(=O)[C@H]1[C@H](CO)[C@H]2Cn3c(ccc(-c4ccc(OC)cc4)c3=O)[C@H]2N1S(C)(=O)=O | 17.7 | 10.7 | -3.7 | 0.7
CC(C)NC(=O)N(C)C[C@@H]1Oc2c(NC(=O)C3CCOCC3)cccc2C(=O)N([C@@H](C)CO)C[C@@H]1C | 11.7 | 22.7 | -2.2 | -0.8
C[C@H](CO)N1C[C@H](C)[C@@H](CN(C)C(=O)c2ccncc2)Oc2cc(C3=CCCCC3)ccc2S1(=O)=O | 58.6 | -11.8 | -0.2 | -0.8
O=C(Nc1cccc(Cl)c1)N[C@H]1CC[C@H](CCn2cc(Cc3ccccc3)nn2)O[C@@H]1CO | -22.6 | -30.1 | nt | -0.2
C[C@H](CO)N1C[C@H](C)[C@@H](CN(C)C(=O)Nc2ccc(F)cc2)Oc2cc(C#CC3(O)CCCC3)ccc2S1(=O)=O | -4.2 | -46.9 | -4.4 | 2.2
CC(C)NC(=O)Nc1cccc2c1O[C@H](CN(C)C(=O)Nc1ccc(F)cc1)[C@H](C)CN([C@H](C)CO)C2=O | 4.4 | 16.2 | -4.3 | 5.9
CCC(=O)N(C)C[C@@H]1Oc2ncc(-c3cccc(OC)c3)cc2C(=O)N([C@@H](C)CO)C[C@H]1C | 23.3 | 23.4 | -2.8 | 0.4
CO[C@H]1CN(C)C(=O)c2cc(NS(=O)(=O)c3cccc(F)c3)ccc2OC[C@H](C)NC[C@H]1C | 48.9 | 44.3 | nt | -0.3
COc1ccc(CN(C)C[C@@H]2OCCCC[C@H](C)Oc3ccc(NS(=O)(=O)c4ccc(C)cc4)cc3C(=O)N([C@@H](C)CO)C[C@H]2C)cc1 | nt | -38.3 | nt | -0.3
CC(C)C#Cc1ccc([C@@H]2[C@H](CO)N3CCCCN(C(=O)Nc4ccccc4)C[C@@H]23)cc1 | 81.7 | -28.0 | 47.0 | 0.2
COC(=O)C[C@@H]1C[C@H]2c3cc(NS(=O)(=O)c4ccc(OC)cc4)ccc3O[C@H]2[C@H](CO)O1 | -25.4 | -26.3 | 0.4 | -3.7
COc1ccccc1-c1ccc([C@H]2[C@@H](CO)N(C(=O)C3CC3)C23CN(C(C)=O)C3)cc1 | nt | -30.6 | 11.9 | -0.6
COC(=O)[C@@H]1[C@@H](CO)[C@@H]2Cn3c(ccc(C4=CCCC4)c3=O)[C@@H]2N1C(=O)C1CCC1 | 12.1 | 16.3 | 4.7 | 0.9
CO[C@H]1CC[C@@H]2CCOc3c(C#N)cccc3C(=O)N(C)C[C@H](OC)[C@@H](C)C(=O)N(C)C[C@H]1O2 | 15.8 | nt | 4.6 | -1.0
COc1cccc(C#Cc2cnc3c(c2)C(=O)N([C@H](C)CO)C[C@H](C)[C@@H](CN(C)C(=O)C2CCOCC2)O3)c1 | nt | -81.4* | 0.0 | -1.5
CC(C)NC(=O)N(C)C[C@@H]1Oc2c(NC(=O)c3nc4ccccc4s3)cccc2C(=O)N([C@@H](C)CO)C[C@H]1C | 67.5 | -36.7 | -4.4 | 1.2
C[C@H]1CN([C@@H](C)CO)C(=O)c2cccc(NS(=O)(=O)c3ccccc3)c2O[C@H]1CN(C)S(C)(=O)=O | 16.3 | -4.9 | 3.5 | 2.1
CCC(=O)N(C)C[C@H]1Oc2cc(-c3ccc(F)cc3)ccc2S(=O)(=O)N([C@H](C)CO)C[C@@H]1C | 87.1 | -8.3 | -3.2 | 2.9
C[C@H]1CN([C@@H](C)CO)C(=O)Cc2cc(NC(=O)CCC(F)(F)F)ccc2O[C@@H]1CN(C)Cc1ccc(C(F)(F)F)cc1 | nt | -28.7 | 4.3 | 7.0
CCC(=O)N1[C@H](CO)[C@@H]2c3ccccc3N(C(=O)Nc3cccc(Cl)c3)C[C@@H]21 | 1.6 | -15.1 | 5.0 | -0.1
CNC[C@H]1OCCCC[C@H](C)Oc2ccc(NS(=O)(=O)c3ccc(F)cc3)cc2C(=O)N([C@@H](C)CO)C[C@@H]1C | 24.5 | nt | -2.0 | -3.2
O=C(C[C@H]1C=C[C@@H](NS(=O)(=O)c2ccc(F)cc2)[C@H](CO)O1)NC1CCC1 | nt | 15.7 | 0.1 | 0.1
C[C@@H]1CN([C@H](C)CO)C(=O)c2cc(NS(=O)(=O)c3ccc(F)cc3)ccc2O[C@@H](C)CCCCO[C@H]1CN(C)S(=O)(=O)c1ccc(F)cc1 | nt | -51.2 | -25.3 | 0.2
COc1ccc(S(=O)(=O)N[C@H]2CC[C@H](CC(=O)NCc3ccccc3F)O[C@H]2CO)cc1 | -11.8 | 25.3 | 0.4 | 1.2
Cn1cnc(S(=O)(=O)N2CCCCN3[C@H](C2)[C@@H](c2ccc(-c4cccc(F)c4)cc2)[C@@H]3CO)c1 | 103.3* | 34.4 | -11.6 | 0.4
C[C@H]1CN([C@@H](C)CO)C(=O)c2cc(NC(=O)CCC(F)(F)F)ccc2O[C@H]1CN(C)CC1CCCCC1 | 33.5 | -3.9 | 5.5 | 0.0
CNC[C@@H]1OCCCC[C@H](C)Oc2ccc(NC(=O)Cc3ccccc3)cc2C(=O)N([C@H](C)CO)C[C@@H]1C | 13.4 | 14.6 | -2.1 | 0.0
C[C@@H]1CN([C@H](C)CO)C(=O)c2cccc(NC(=O)c3ccncc3)c2O[C@H]1CN(C)S(=O)(=O)c1ccc(F)cc1 | -3.1 | 29.4 | -4.7 | 0.5
COc1ccc(NC(=O)Nc2ccc3c(c2)CC(=O)N([C@@H](C)CO)C[C@H](C)[C@@H](CN(C)Cc2ccc(-c4ccccc4)cc2)O3)cc1 | 49.2 | -7.5 | 55.7 | -2.0
CC(C)(C)[S@](=O)N1Cc2cc(C(=O)NCc3ccccc3F)nc(-c3cccc(-c4cccnc4)c3)c2[C@@H]1CCO | 94.6 | -73.7 | nt | -0.8
CS(=O)(=O)Nc1ccc2c(c1)[C@H]1C[C@@H](CC(=O)NCc3ccc(Oc4ccccc4)cc3)O[C@@H](CO)[C@H]1O2 | -0.6 | 22.5 | -0.9 | -0.4
O=C(c1cccnc1)N1CC2(C1)[C@H](c1ccccc1)[C@@H](CO)N2CC1CC1 | nt | 9.6 | 5.0 | -2.3
CC(C)CC#Cc1ccc2c(c1)O[C@@H](CN(C)C(=O)C1CC1)[C@@H](C)CN([C@@H](C)CO)S2(=O)=O | 91.8 | -50.3 | nt | -2.6
CCCC#Cc1ccc2c(c1)[C@@H]1[C@@H](CCN1S(=O)(=O)c1ccccc1OC)[C@@H](CO)N2 | nt | -56.8 | 0.8 | -1.5
Cc1noc(C)c1NC(=O)Nc1ccc2c(c1)C(=O)N([C@H](C)CO)C[C@H](C)[C@@H](CN(C)Cc1ccncc1)O2 | nt | -4.0 | 2.2 | 12.4
CC(C)NC(=O)N(C)C[C@H]1Oc2ccc(NC(=O)Cn3cnnn3)cc2C(=O)N([C@H](C)CO)C[C@@H]1C | -24.1 | 5.6 | -1.0 | 0.1
N#C[C@H]1[C@@H](c2ccccc2)[C@@H](CO)N1C(=O)c1cccnc1 | 64.1 | 38.2 | -9.0 | 0.0
C[C@@H]1CN([C@H](C)CO)C(=O)c2cccc(NC(=O)c3ccncc3)c2O[C@@H]1CN(C)C(=O)Nc1ccc2c(c1)OCO2 | -107.2 | -2.9 | 1.2 | 0.6
C[C@@H]1CCCCO[C@H](CN(C)C(=O)c2ccncc2)[C@H](C)CN([C@H](C)CO)C(=O)c2cc(NS(=O)(=O)c3ccc(F)cc3)ccc2O1 | 12.8 | -8.6 | nt | 1.9
COc1ccccc1C#Cc1ccc2c(c1)[C@@H]1[C@@H](CCN1C(=O)c1ccncc1)[C@H](CO)N2 | nt | -63.1 | 12.5 | -1.5
O=C(C[C@H]1C=C[C@@H](NS(=O)(=O)c2cccc(F)c2)[C@@H](CO)O1)N1CCCCC1 | 7.6 | 20.4 | 4.4 | 0.5
C[C@H]1CN([C@@H](C)CO)C(=O)c2cc(NS(=O)(=O)c3cccs3)ccc2O[C@H]1CN(C)C(=O)Nc1cccc2ccccc12 | 5.1 | -7.7 | nt | 0.0
O=C(N[C@@H]1CC[C@H](CCn2cc(-c3ccccn3)nn2)O[C@H]1CO)c1ccccc1 | nt | nt | 6.1 | -1.3
Cc1cccc(S(=O)(=O)N2[C@@H]3CNC[C@H]2C3c2ccc(-c3cncnc3)cc2)c1 (some centres not stated) | nt | 21.3 | -2.8 | 0.0
C[C@@H]1CCCCO[C@H](CN(C)Cc2ccc(C(F)(F)F)cc2)[C@H](C)CN([C@H](C)CO)C(=O)c2cc(NC(=O)Cc3ccccc3)ccc2O1 | -23.8 | -71.4 | nt | -1.9
CNC[C@H]1Oc2ncc(-c3cccc(F)c3)cc2C(=O)N([C@@H](C)CO)C[C@H]1C | 29.4 | -47.1 | 0.8 | 5.8
C[C@H]1CN([C@@H](C)CO)C(=O)Cc2cc(NC(=O)CCCCCC(=O)Nc3ccccc3N)ccc2O[C@H]1CN(C)C(=O)Nc1ccc(C(F)(F)F)cc1 | 45.2 | -51.0 | -15.4 | -3.2
C[C@@H]1CCCCO[C@H](CN(C)C(=O)NC2CCCCC2)[C@H](C)CN([C@H](C)CO)C(=O)c2cc(NC(=O)C3CCCCC3)ccc2O1 | 87.2 | -72.3 | 7.6 | -1.5
C[C@@H]1CCCCO[C@H](CN(C)C(=O)CCC(F)(F)F)[C@H](C)CN([C@@H](C)CO)C(=O)c2cc(NC(=O)c3ccccc3)ccc2O1 | 20.0 | -38.8 | 0.7 | 0.9

Random excerpt: two entries already listed
SMILES | T cruzi growth | Pf Dd2 growth | C diff HTS | GASC1 inh
O=C(C[C@H]1C=C[C@@H](NS(=O)(=O)c2cccc(F)c2)[C@@H](CO)O1)N1CCCCC1 | 7.6 | 20.4 | 4.4 | 0.5
O=C(N[C@@H]1CC[C@H](CCn2cc(-c3ccccn3)nn2)O[C@H]1CO)c1ccccc1 | nt | nt | 6.1 | -1.3
